NCI-60 one-dose screen, 48 h, at 10 µM unless noted. Numbers give growth in % (100 = growth as untreated, 0 = no growth, -100 = all killed).
SF-295 = SF-295 CNS cancer cells. hit rate 5.6% among 79,000. AID 1794758
DU-145 = DU-145 prostate cancer; hit rate 4.2% among 81,000; AID 1794760
SNB-75 = SNB-75 CNS cancer; hit rate 5% among 79,000
SF-539 = SF-539 CNS cancer. hit rate 6.8% among 81,000. AID 1794752
HCC-2998 = HCC-2998 colon cancer. hit rate 4.7% among 79,000
SNB-19 = SNB-19 CNS cancer cells | hit rate 2.5% among 81,000 | AID 1794751
U251 = U251 CNS tumor cells. hit rate 5.4% among 80,000. AID 1794753
PC-3 = PC-3 prostate cancer cells. hit rate 3.9% among 80,000
SF-268 = SF-268 CNS cancer cells. hit rate 3.1% among 82,000
* hit, by the source's call; / = no result given; & = joins results of further samples; [ ] = dose if it differs, or a comment. The calls were made as follows: active = growth percent below 10; inactive = the rest.

SMILES	SF-295	DU-145	SNB-75	SF-539	HCC-2998	SNB-19	U251	PC-3	SF-268
O=C(NCCOCCOCCNc1cccc2c1C(=O)N(C1CCCNC1=O)C2=O)c1cc2c(o1)C(=O)c1ccccc1C2=O (configuration not stated)	-92*	-91*	-98*	-86*	-56*	3.8*	-36*	4.7*	-9.5*
O=C(CN1CCCCC1)N1c2cccc3cccc(c23)N(C(=O)CN2CCCCC2)C1c1cn(-c2ccccc2)nc1-c1cccc([N+](=O)[O-])c1	100	93	/	84	81	71	65	41	72
CC(OC(=O)c1ccccc1C(=O)O)c1ccccc1 (configuration not stated)	94	112	83	100	117	104	102	97	103
CCOc1ccc(-c2nnc(-c3ccc(OCC)cc3)n2-c2cc(OC)c(OC)c(OC)c2)cc1	90	109	87	93	107	98	93	78	99
COc1cc2ncnc(Nc3ccc(O[C@H]4CO[C@H]5[C@@H]4OC[C@@H]5OC(=O)c4ccccc4)c(Cl)c3)c2cc1OC	97	85	88	86	93	95	82	98	85
CC(=O)N1N=C(c2ccc3c(c2)OCO3)CC1c1ccc(F)cc1 (configuration not stated)	122	98	88	88	91	86	85	83	76
CC(C)(C)c1ccc(OCCOC=O)cc1	97	111	107	106	103	99	92	95	105
CCOC(=O)NC(C(=O)N(C(=O)NC1CCCCC1)C1CCCCC1)C(C)C (configuration not stated)	89	109	86	100	92	96	90	79	97
COc1ccc(C(=O)c2sc3nc(-c4cc5ccccc5o4)cc(-c4ccc(Cl)cc4)c3c2N)cc1	130	104	76	114	97	103	107	76	99
COC1CC(OC(=O)c2ccc(C)cc2)C(COC(=O)c2ccc(C)cc2)O1 (configuration not stated)	107	143	80	104	78	90	104	99	117
CCC(C)(C)c1ccc(O)c(CNCCO)c1	96	108	85	104	111	104	104	96	103
N#Cc1c(N)cc(N)n(-c2nc3ccccc3nc2Cl)c1=O	102	111	85	105	117	95	108	113	102
O=S(=O)(NCCCNc1nccc(-c2[nH]c(-c3ccccc3)nc2-c2ccc(Cl)c(O)c2)n1)c1ccc(Cl)cc1	100	96	101	106	116	106	104	86	102
OCC1(CO)COC2(CCCCC2)N1	104	105	87	102	103	99	94	102	102
COc1cc(OC)c(/C=C/c2c3ccccc3cc[n+]2C)c(OC)c1	-32*	36	12	32	22	36	/	19	26
N=C(N)SCc1csc(N)n1	96	107	80	97	103	100	102	92	97
CN(C(=O)CN1C(=O)/C(=C/c2cccs2)SC1=S)C1CCS(=O)(=O)C1 (configuration not stated)	110	111	89	100	110	93	106	111	103
Cc1cc(Br)ccc1-n1cc(C#N)c(N)c1C(=O)c1ccc(F)cc1	99	108	104	98	119	96	98	104	99
Cc1cc(C)c2c(n1)sc1c(Nc3ccc(OCc4ccc(Cl)cc4)cc3)ncnc12	98	103	114	93	95	104	103	87	106
Cc1ccc(S(=O)(=O)N/N=C/C=C/C=N/NS(=O)(=O)c2ccc(C)cc2)cc1	101	113	82	109	108	100	97	92	113

An excerpt from further up, for reference:
SMILES	SF-295	DU-145	SNB-75	SF-539	HCC-2998	SNB-19	U251	PC-3	SF-268
COc1cc2ncnc(Nc3ccc(O[C@H]4CO[C@H]5[C@@H]4OC[C@@H]5OC(=O)c4ccccc4)c(Cl)c3)c2cc1OC	97	85	88	86	93	95	82	98	85
CC(=O)N1N=C(c2ccc3c(c2)OCO3)CC1c1ccc(F)cc1 (configuration not stated)	122	98	88	88	91	86	85	83	76
CC(C)(C)c1ccc(OCCOC=O)cc1	97	111	107	106	103	99	92	95	105
CCOC(=O)NC(C(=O)N(C(=O)NC1CCCCC1)C1CCCCC1)C(C)C (configuration not stated)	89	109	86	100	92	96	90	79	97
COc1ccc(C(=O)c2sc3nc(-c4cc5ccccc5o4)cc(-c4ccc(Cl)cc4)c3c2N)cc1	130	104	76	114	97	103	107	76	99
COC1CC(OC(=O)c2ccc(C)cc2)C(COC(=O)c2ccc(C)cc2)O1 (configuration not stated)	107	143	80	104	78	90	104	99	117
CCC(C)(C)c1ccc(O)c(CNCCO)c1	96	108	85	104	111	104	104	96	103
N#Cc1c(N)cc(N)n(-c2nc3ccccc3nc2Cl)c1=O	102	111	85	105	117	95	108	113	102
O=S(=O)(NCCCNc1nccc(-c2[nH]c(-c3ccccc3)nc2-c2ccc(Cl)c(O)c2)n1)c1ccc(Cl)cc1	100	96	101	106	116	106	104	86	102
OCC1(CO)COC2(CCCCC2)N1	104	105	87	102	103	99	94	102	102
COc1cc(OC)c(/C=C/c2c3ccccc3cc[n+]2C)c(OC)c1	-32*	36	12	32	22	36	/	19	26
N=C(N)SCc1csc(N)n1	96	107	80	97	103	100	102	92	97
CN(C(=O)CN1C(=O)/C(=C/c2cccs2)SC1=S)C1CCS(=O)(=O)C1 (configuration not stated)	110	111	89	100	110	93	106	111	103

(list continues)
SMILES	SF-295	DU-145	SNB-75	SF-539	HCC-2998	SNB-19	U251	PC-3	SF-268
Nc1nc(SCCO)c2[nH]cnc2n1	98	105	82	104	116	98	99	94	93
O=Cc1cn[nH]n1	112	124	101	110	109	105	109	93	109
FC(F)(F)c1cc(N2CCCCC2)nc(NCCCNc2ccnc3cc(Cl)ccc23)n1	51	82	72	75	37	82	67	45	70
CC(=O)Nc1ccc(Cc2nc3c([nH]2)c(=O)n(C)c(=O)n3C)cc1	99&130	112&112	90&86	99	102	92&103	94&111	88	108&110
Cc1ncc(C(=O)Nc2ccc(CN3CCN(C)CC3)c(C(F)(F)F)c2)cc1C#Cc1cncc2ncccc12	83	67	74	67	75	107	/	91	58
COc1ccc(-c2[nH]c3ccccc3c2-c2ccc(OC)cc2)cc1	50	-31*	31	45	32	54	44	47	61
COC(=O)c1cc(CN(C)C)c(O)c(CN(C)C)c1	109	102	101	103	102	/	97	99	95
Cc1nn(-c2ccccc2)c2nc3nc[nH]c(=O)c3c(-c3ccc(Cl)cc3)c12	90	98	101	102	98	86	/	76	96
CCCC(N)(C(=O)O)C1CCCC1 (configuration not stated)	100	119	89	98	106	105	94	88	108
O=c1scc(-c2ccc([N+](=O)[O-])cc2)s1	112	117	99	/	84	87	104	103	108
Cc1[nH]n(-c2ccccc2)c(=O)c1N=Nc1ccc(S(=O)(=O)N=C(N)N)cc1	117	90	105	88	111	95	90	85	100
CCn1cc(C(=O)O)c(=O)c2cc(F)c(N3CCN(CC(=O)Nc4ccc(Cl)cc4)C(C)C3)c(F)c21 (configuration not stated)	87	103	82	96	109	98	101	88	94
COc1cc(CNC(=O)CCCC/C=C/C(C)C)ccc1OCc1cn(-c2ccc(Br)cc2)nn1	85	99	91	92	89	81	75	74	79
COc1ccc2c(=O)cc(-c3cccnc3)oc2c1OC	97	104	81	95	100	/	103	93	103
COc1cc(Nc2nccc(-c3ccc(N4CCN[C@@H](C)C4)nc3)n2)cc(OC)c1OC	91	52	14	46	92	98	75	39	65
COc1cc(-c2cc(-c3cc(OC)c(OC)c(OC)c3)nc(N3CCOCC3)c2C#N)ccc1O	113	106	72	88	108	94	104	84	95
O=C(O)c1ccc(-c2nn(-c3ccc(C(=O)O)cc3)cc2C(=O)O)cc1	98	106	90	99	106	106	107	91	94
CCCCCC1C(C(=O)OCC)C(=O)NC1(C(=O)OCC)C(=O)OCC (configuration not stated)	114	107	87	94	110	105	105	98	103
CCOC(=O)N/N=C/c1cccc([N+](=O)[O-])c1	98	113	83	97	112	102	90	92	104
CCN1C(=O)N(CC)C2C1NN=c1s/c(=C\c3cccs3)c(=O)n12 (configuration not stated)	19	10	17	-3.3*	21	37	20	22	59
Cc1cccc(/C=C\C(=O)c2ccc(Cl)cc2)c1	94&161	97&114	115&99	101&101	98&95	101&92	99&80	84&90	93&102
CCC1(c2ccccc2)C(=O)Nc2ccccc21 (configuration not stated)	97	107	/	103	/	106	101	100	100
CCOC(=O)c1cn2c3c(cc(OC)cc3c1=O)C(=O)CC2	107	117	/	123	107	97	101	103	100
O=S(=O)(c1nc(-c2ccc(Br)cc2)oc1-c1ccc(Cl)cc1)N1CCCC(O)C1 (configuration not stated)	58	73	95	85	34	62	65	28	63
CC(=O)NC(CCC(=O)O)C(=O)O (configuration not stated)	111	102	100	106	105	/	100	98	95
Cn1cnc([N+](=O)[O-])c1Sc1ncn[nH]1	116	108	86	103	/	111	108	/	106
CN(C)CCc1c[nH]c2ccc(C[C@H]3COC(=O)N3)cc12	106	114	118	101	112	112	99	100	110
NC(=O)c1ccc(NC(=O)c2oc3ccccc3c2-c2cnn(-c3ccccc3)c2)cc1	16[50 µM]	7.1*[50 µM]	-25*[50 µM]	-22*[50 µM]	29[50 µM]	2.3*[50 µM]	-19*[50 µM]	6.3*[50 µM]	27[50 µM]
O=C(O)c1cn(C2CC2)c2cc(N3CCN(CCN4C(=O)c5ccccc5C4=O)CC3)c(F)cc2c1=O	115	114	75	97	116	102	101	95	104
CC(C)=CCCC(C)CC1OCCC(C)O1 (configuration not stated)	95	105	81	103	110	105	88	76	99
COc1cccc(NC(=O)c2cccc(C3CC(=O)c4c(cc(OC)c(OC)c4OC)O3)c2)c1 (configuration not stated)	98	100	79	96	103	92	95	77	91
CCCCC(=O)Nc1ncc(Cc2ccc(Cl)cc2)s1	75	89	46	74	66	77	66	81	80
Cc1ccc2c(n1)C[C@H](C#N)CC[C@@H]2C	96	106	95	104	105	92	99	94	100
O=c1oc2ccc(I)cc2c(=O)n1-c1ccc(Cl)cc1F	-48*	19	-12*	8.0*	17	21	0.7*	-0.8*	12
O=C1c2ccccc2-c2c1c1ccncc1c(=O)n2CCCn1ccnc1	56	59	50	32	74	42	20	38	39
C#CCn1cc(/C=N/Nc2nc(-c3ccc(Cl)cc3)cs2)c2ccccc21	107	101	111	101	123	100	101	93	100
C[C@H](O[C@@H]1CC(=O)n2c3ccccc3c3c4c(c5c6ccccc6n1c5c32)C(=O)NC4=O)C(=O)O	79	70	97	75	89	107	78	52	76
O=Cc1c(OCc2cnnn2CC(=O)Nc2cccc3ccccc23)ccc2ccccc12	113	113	83	98	103	99	99	105	95
C=CCN1C(=O)/C(=C/c2cccc(C(F)(F)F)c2)SC1=Nc1ccc(Cl)c(Cl)c1	103	97	92	106	93	97	95	89	96
O=C1/C(=C/c2ccc(Br)cc2)Oc2ccc(O)c(O)c21	80	79	75	70	83	65	42	67	58
CN(C)c1ccc(/C=C/C(=O)c2ccc3ncc(C(N)=O)c(Nc4ccc(Cl)cc4)c3c2)cc1	103	109	100	103	97	108	97	100	110
CCN(CC)C(=O)c1cc[n+](CC)cc1	100	101	83	101	108	111	99	/	95
C1=CC2=CC=C3C=CC=C4C(c5nc6c7ccccc7c7ccccc7c6[nH]5)=CC(=C1)C2C34 (configuration not stated)	113	105	102	101	111	103	104	79	85
COC(=O)c1ccc(C)cc1	102	103	89	103	109	115	95	97	98
Nc1ccc2c(C(F)(F)F)cc(C(F)(F)F)nc2n1	99	106	67	99	117	101	102	100	103
CCN(Cc1ccc(CN(CC)C(=O)c2sc3ccccc3c2Cl)cc1)C(=O)c1sc2ccccc2c1Cl	93	103	82	95	93	76	77	71	89
O=C(CCCSc1nc(-c2ccc(Cl)cc2)cc(-c2ccc(Cl)cc2)n1)NO	-4.8*	15	14	-23*	7.1*	18	17	21	12
C=CCn1c(SCC(=O)Nc2ccc(OC)cc2)nnc1-c1ccc(OC)cc1	101	104	84	96	105	92	105	99	99
CC(=O)c1nn(-c2ccccc2)c2nc3nc(-c4cc5ccccc5o4)cc(-c4c[nH]c5ccccc45)c3c(=O)n12	102	99	83	106	106	93	101	84	97
CC(=N\NC(=O)c1ccccc1)/C(C)=N/NC(=O)c1ccccc1	105	116	/	101	94	94	102	92	105
(further entries)
SMILES	SF-295	DU-145	SNB-75	SF-539	HCC-2998	SNB-19	U251	PC-3	SF-268
CC(=O)Nc1ccc(S(=O)(=O)Nc2ccc([N+](=O)[O-])cc2)cc1	94&107&102	116&122&83	113&77	106&102&93	102&103&108	92&111&101	105&100&105	100&101&94	112&94&107
C=CCOc1c(CCC)cc(C(=O)O)cc1CCC	105	105	108	106	94	102	104	101	96
NNS(=O)(=O)c1ccc(Oc2ccc(S(=O)(=O)NN)cc2)cc1	92	102	91	95	103	98	101	98	113
O=S(=O)(Oc1ccccc1-c1ccccc1)c1ccccc1	/	99	88	94	87	92	94	90	99
c1ccc(-c2[nH]cc3c2CCc2cncnc2-3)cc1	223	118	90	97	128	104	95	/	98
CCOP(=O)(OCC)C1CP(=O)(c2ccccc2)CC(C)=C1Cl (configuration not stated)	97	104	91	104	102	104	97	90	104
Nc1nccc2c1ccn2-c1ccc(NC(=O)Nc2cccc(C(F)(F)F)c2)cc1	78	97	89	86	115	104	81	70	96
COc1ccc2c(c1)-c1c(c3cc(OC)ccc3n(CCN(C)C)c1=O)C2=O	7.1*	5.1*	-3.2*	38	35	32	20	22	22
COc1ccc(N=Nc2c(N)nn3c(-c4ccc(F)cc4)c(-c4nc5ccccc5s4)c(N)nc23)cc1	103	104	84	92	107	85	104	96	98
CCOC(=O)C1C(C)=CC(=O)CC1C (configuration not stated)	89	111	90	96	97	99	100	100	96
O=C1CC(NCCc2c[nH]c3ccccc23)C(=O)N1c1ccc2c(c1)OCCO2 (configuration not stated)	/	104	84	107	103	96	/	110	102
COc1ccc(/C=N/NC(=O)c2cnn3c2NC(c2ccccc2)C3)cc1Oc1ccccc1 (configuration not stated)	75	83	110	70	82	91	88	71	84
O=C(Nc1ccc(-n2ccc3c(NC(=O)c4ccccc4)ncnc32)cc1)c1cccc(C(F)(F)F)c1	33	35	64	35	60	57	27	44	39
CC1(O)CCCC1(C)O (configuration not stated)	102	105	90	100	107	102	101	98	105
Clc1ccc2c(c1)N(C1CCCN(Cc3ccccc3)C1)c1ccccc1S2 (configuration not stated)	78	74	28	41	23	42	17	45	39
CCCCCCCCCCCCNC1=C(Cl)C(=O)c2ccccc2C1=O	121	125	66	107	119	99	106	84	110

Screening results from PubChem BioAssay.
